RAD52 inh – blocks human RAD52 DNA annealing | recombinant RAD52 DNA annealing, FRET fluorescence | inhibition, % at 18.7 µM | 360,000 compounds, 0.46% hits | AID 651710;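 active means every replicate showing at least 50% inhibition; inconclusive means mean inhibition at least 50% but not in every replicate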
Target sequence (P43351 whole entry, looked up): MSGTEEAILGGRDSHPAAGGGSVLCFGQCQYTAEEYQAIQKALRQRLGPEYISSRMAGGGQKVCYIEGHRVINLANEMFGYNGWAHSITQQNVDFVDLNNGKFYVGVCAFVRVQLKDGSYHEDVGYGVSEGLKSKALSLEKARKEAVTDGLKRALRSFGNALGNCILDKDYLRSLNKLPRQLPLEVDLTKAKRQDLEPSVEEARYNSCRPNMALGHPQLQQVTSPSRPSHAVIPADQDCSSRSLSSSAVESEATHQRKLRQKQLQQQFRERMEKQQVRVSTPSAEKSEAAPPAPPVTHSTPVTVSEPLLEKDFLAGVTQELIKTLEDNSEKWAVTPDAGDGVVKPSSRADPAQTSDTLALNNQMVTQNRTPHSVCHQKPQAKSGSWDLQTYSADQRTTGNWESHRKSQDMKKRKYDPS
RAD54 inh – inhibitors of human RAD54 branch migration | 360,000 compounds, 0.14% hits | RAD54 Holliday junction branch migration, FAM/BHQ fluorescence | inhibition, % at 10.4 µM;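 active means mean normalized replicate activity at least 40 and at least half of replicates scoring 40 or more; inconclusive means only one of the two criteria met; inactive means mean below 40 and under half of replicates reaching 40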;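 further: 0% = median of neutral control wells and 100% = median of positive control wells; inhibitors cause a drop in the FAM fluorescence signal; in these data hits start at about 50%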
F508del corr – correctors of CFTR F508del function in bronchial epithelial cells | CFBE cells, YFP halide quenching; stimulated with forskolin plus potentiator P3; % fluorescence drop versus neutral controls | activity (quench increase), % at 7.58 µM | 350,000 compounds, 0.36% hits | AID 720511;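 active means mean added fluorescence quench of at least 8% versus neutral control, with both replicates also reaching 8%; inconclusive means only one of the mean or replicate conditions met; inactive means mean below 8% and not both replicates reaching 8%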;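 further: cells transiently co-express mutant CFTR-F508del with the halide-sensitive YFP; corrector assay measuring rescue of mutant channel to the surface after 24 h compound exposure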
DENV2 CPE rescue – DENV2-induced cell death inhibition | DENV2-infected cells, cytopathic effect rescue, plate reader | CPE inhibition, % at 9.99 µM | AID 651640 | 350,000 compounds, 1.7% hits; in the data active means CPE inhibition above about 20%, passing the limit was not always enough; inconclusive means no clear call, values can overlap the other calls; tested in BHK-21 cells;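 further: 0% = median of neutral control wells and 100% = median of positive control wells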
CASP6 VEID inh – inhibitors of human caspase-6; P55212; purified caspase-6, Z-VEID-R110 cleavage fluorescence; inhibition, % at 12.5 µM; 350,000 compounds, 0.53% hits; AID 686996;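 active means mean inhibition across replicates at least about 35%, with every replicate also reaching that limit, limit read from the data; inconclusive means only one of the two criteria met; inactive means neither criterion met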;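 further: 0% = median of neutral control wells and 100% = no fluorescence left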
Xi reactivation – reactivates the inactive X chromosome in mouse fibroblasts | XiGFP mouse fibroblasts, % GFP-positive cells imaging, 3 d; cells co-treated with 5-aza-dC sensitizer; scaled so ellipticine positive control = 100% | activation, % at 7.58 µM | 360,000 compounds, 0.055% hits;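 active means mean normalized replicate activation at least 10% and every replicate at or above 10%; inconclusive means only one of the two criteria met; inactive means mean below 10% and not all replicates reach 10%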;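 further: 0% = median of on-plate neutral control wells and 100% = ellipticine 6 µM median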
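Assay system – SV40-immortalized XiGFP fibroblast cells, line 68-5-11 · Buffer or medium – DMEM supplemented with 5-aza-dC as sensitizing agent · Dosing – one concentration, pinned · Benchmarks – positive control ellipticine, 6 µM final · Times – 3 days compound exposure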
E-sel inducer – induces E-selectin expression in human endothelial cells. activation, % at 7.58 µM. 260,000 compounds, 0.37% hits. HUVEC E-selectin immunofluorescence imaging; normalized: neutral wells 0, TNF-alpha wells 100;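 active means mean E-selectin-positive cell signal at least 10% of the positive control, reached in at least 60% of replicates, without over 20% cell loss; inconclusive means no rule given, readout overlaps actives, possibly toxicity-flagged; inactive means the rest, including those meeting only one limit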;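 further: in these data hits start at about 27%; measured in HUVEC primary endothelial cells; signal is the percent of cells scored E-selectin positive by PE staining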
Target sequence (P16581 whole entry, looked up): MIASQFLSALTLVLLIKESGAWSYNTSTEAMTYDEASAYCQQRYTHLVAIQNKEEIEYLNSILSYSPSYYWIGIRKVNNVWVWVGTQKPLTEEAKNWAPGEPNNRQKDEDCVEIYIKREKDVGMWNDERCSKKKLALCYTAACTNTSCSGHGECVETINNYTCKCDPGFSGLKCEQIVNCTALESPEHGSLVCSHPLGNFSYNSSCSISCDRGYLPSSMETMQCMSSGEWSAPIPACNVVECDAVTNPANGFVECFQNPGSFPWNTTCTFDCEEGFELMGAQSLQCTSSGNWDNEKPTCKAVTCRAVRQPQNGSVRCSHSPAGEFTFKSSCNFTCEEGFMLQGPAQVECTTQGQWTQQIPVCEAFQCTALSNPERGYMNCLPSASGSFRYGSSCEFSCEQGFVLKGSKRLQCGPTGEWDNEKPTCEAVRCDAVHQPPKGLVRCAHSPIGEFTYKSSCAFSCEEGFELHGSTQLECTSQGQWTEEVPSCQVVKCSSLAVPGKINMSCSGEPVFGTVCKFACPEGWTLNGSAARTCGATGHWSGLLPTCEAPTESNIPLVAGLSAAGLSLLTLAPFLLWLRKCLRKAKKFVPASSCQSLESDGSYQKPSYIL
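Test system: HUVEC; input: 3,000 HUVEC/well; measured by: immunofluorescence imaging; read-out: % PE-positive cells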
GSIS activator – GLuc luminescence reporter in INS-1E cells, primary screen for activators of glucose-dependent secretion of insulin. INS-1E GLuc reporter insulin secretion, 2-3 h. activation, % at 16.6 µM. 370,000 compounds, 0.61% hits;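 active means lowest replicate activation of at least 40%, so every replicate reaches that level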;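 further: 0% = median of neutral control wells and 100% = median of IBMX positive control wells; some compounds called inactive have numbers as strong as hits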
The depositor's hits bear a star; ? = inconclusive; / = no result given; & = joins results of further samples.

SMILES	RAD52 inh	RAD54 inh	F508del corr	DENV2 CPE rescue	CASP6 VEID inh	Xi reactivation	E-sel inducer	GSIS activator
Cc1ccc(NC(=O)C(c2ccccc2)N2CCN(CC(=O)N3CCOCC3)CC2)cc1 (configuration not stated)	-3.8	4.0	-0.2	7.7	1.8	-0.1	/	/
COc1cccc(NC(=O)c2cccc(C(=O)Nc3cccc(OC)c3)c2)c1	-13.9	0.5	-0.5	-0.8	1.8	0.1	/	1.1
CCOc1ccc(CCNC(=O)c2cccnc2N2CCCC2)cc1OCC	-9.1	-0.8	/	/	2.3	/	/	25.5
COc1ccc(NC(=O)N2CC(=O)N3[C@H](CO)[C@@H](c4ccc(/C=C/c5ccccc5)cc4)[C@@H]3C2)cc1	-7.8	/	-0.4	?	-0.5	0.0	-0.7	-1.2
CCOc1ccc(S(=O)(=O)c2ccc(C)cc2)c2c1no[n+]2[O-]	5.5	/	1.4	-3.2	2.2	0.0	-0.6	/
Cc1ncc([N+](=O)[O-])n1S(=O)(=O)c1cc(Cl)ccc1Cl	-6.4	-9.1	1.1	4.8	3.0	0.2	/	-1.4
Cc1cc(S(=O)(=O)NC(C)C)ccc1OCC(=O)Nc1ccc2c(c1)OCCO2	-11.2	/	-2.1	1.6	1.6	0.0	/	12.2
Cc1ccc(S(=O)(=O)Nc2ccc3c(c2)C(=O)N([C@H](C)CO)C[C@H](C)[C@H](CN(C)S(=O)(=O)c2ccccc2)OCCCC[C@H](C)O3)cc1	10.0	2.4	-2.5	5.5	-0.8	0.4	0.0	-32.3
C[C@H](CO)N1C[C@H](C)[C@@H](CN(C)C(=O)Nc2ccccc2F)Oc2cc(-c3ccc(C(=O)N(C)C)cc3)ccc2S1(=O)=O	8.6	7.0	-1.1	7.8	1.4	0.5	-0.2	2.6
O=C(COC(=O)Cc1ccccc1F)Nc1cccc(S(=O)(=O)NC2=NCCCCC2)c1	-7.9	/	-4.2	-3.5	-0.5	-0.1	4.2	3.7
Cc1[nH]c2ccccc2c1C(=O)CSc1ccccn1	-9.3	2.0	2.0	7.3	-1.4	0.4	-0.1	-11.4
COc1ccc(NC(=O)N(C)C[C@H]2Oc3ccc(NC(=O)Cc4ccccc4)cc3CC(=O)N([C@@H](C)CO)C[C@H]2C)cc1	/	/	-3.6	/	/	0.2	4.5	12.4
CN(C)c1ccc2c(c1)[C@H]1C[C@@H](CC(=O)NCc3ccncc3)O[C@@H](CO)[C@H]1O2	-156.6	-5.6	-3.3	-1.0	-0.9	-0.1	-0.4	13.0
COc1ccc(S(=O)(=O)Nc2ccc3c(c2)C(=O)N([C@H](C)CO)C[C@H](C)[C@@H](CN(C)C(=O)Nc2ccc4c(c2)OCO4)O3)cc1	-12.8	-2.6	-2.9&1.9	-6.1	-3.9	-1.0&0.0	0.2&0.6	-1.4&-5.6
CCOC(=O)N1CCC(N(CCN(C)C)C(=S)Nc2cc(C)ccc2C)CC1	/	8.8	/	/	/	0.0	0.1	-0.6
CCCN(C)C1CN(Cc2cn(Cc3ccc(OC)cc3)nn2)S(=O)(=O)C1 (configuration not stated)	-6.6	/	1.2	-1.8	0.6	-0.1	4.7	8.6
O=C(NC(N1CCOCC1)C(Cl)(Cl)Cl)c1cc([N+](=O)[O-])cc([N+](=O)[O-])c1 (configuration not stated)	-32.1	/	-1.1	-0.3	-0.1	0.4	0.9	-9.1
C[C@@]12CCC3[C@@](CCC4[C@@]3(C)CCC[C@@]4(C)C(=O)O)(CC1=O)C2 (some centres not stated)	-4.8	-2.1	1.3	-1.9	1.3	0.1	0.2	/
Cc1ccc(S(=O)(=O)N(C)C[C@@H]2Oc3ccc(NC(=O)Nc4ccc(C(F)(F)F)cc4)cc3CC(=O)N([C@@H](C)CO)C[C@H]2C)cc1	15.3	1.5	1.8	28.0*	-0.6	-0.5	0.3	-2.5
Cc1nc2ccccc2n1CC(=O)NN	-8.5	/	0.4	-8.1	2.0	0.1	0.2	-2.0
COc1ccccc1CNS(=O)(=O)c1ccc(Cl)s1	-13.3	-2.7	-0.6	-7.1	0.7	0.1	/	10.7
CCCN(C(=O)c1ccco1)c1nnc(-c2ccccc2C)s1	-10.6	/	-0.2	-11.3	-1.3	0.1	/	-0.3
Cc1ccc(C(=O)OCC(=O)Nc2cccc(S(=O)(=O)N3CCCCC3)c2)o1	-8.8	-18.7	3.5	-4.1	2.9	-0.1	/	-26.8
CCCc1c(O)nc(SCC(=O)O)[nH]c1=O	-9.9	/	-3.2	3.7	9.8	0.1	1.9	9.9
COc1ccc(/C=C2\CCc3ccccc3C2=O)cc1CN1CCOCC1	-9.9	-1.3	-1.5	-1.1	11.2	?	-0.1	-11.0
CN(C)S(=O)(=O)c1ccc(Cl)c(C(=O)NCC2CCCCC2)c1	-16.9	-8.3	-0.8	-1.6	-3.3	0.1	/	25.9
O=C(c1cccc(S(=O)(=O)Nc2ccccc2Cl)c1)N1CCN(c2ccccc2O)CC1	-11.2	/	0.4	0.6	0.9	0.1	0.0	-13.9
O=C(NCC1CCCO1)C1CCN(S(=O)(=O)c2ccccc2)CC1 (configuration not stated)	-7.9	6.5	-1.6	-0.8	1.0	0.0	0.4	-7.8
CCNC(=O)N1CCCC(C(=O)c2ccc(-c3ccccc3)cc2)C1 (configuration not stated)	-15.0	-3.9	-2.2	0.5	1.5	0.1	/	-7.4
Cc1cccc2c1cnn2C(=O)CCC(=O)N1CCC(C)CC1	7.9	-6.7	3.1	-4.7	0.7	0.1	2.1	-24.7
CC1=NN(Cc2ccccc2)C(=O)C1C(c1ccncc1)C(C#N)C#N (configuration not stated)	-11.5	/	-0.4	-4.1	-1.8	-0.1	-0.3	7.2
Cc1cc(C)cc(-n2ncc3c2CCCC3NC(=O)c2csnn2)c1 (configuration not stated)	-3.7	2.5	1.0	4.8	-0.1	0.1	-0.2	-24.9
O=C(NNC(=O)c1ccc(-n2cncn2)c([N+](=O)[O-])c1)c1cccc(Cl)c1	-1.0	/	3.0	-4.5	1.4	0.0	/	0.8
COc1ccccc1C(=O)Nc1ccc2c(c1)OC[C@H](C)N(CC1CC1)C[C@H](C)[C@@H](OC)CN(C)C2=O	4.0	/	0.0	3.2	1.1	-0.2	0.1	/
O=C1CC(c2nc3ccccc3[nH]2)CN1c1cccc(C(F)(F)F)c1 (configuration not stated)	-6.1	0.4	-2.2	-5.7	2.2	0.0	-0.1	14.0
Cc1nn(CC(=O)NCCCc2ccccc2)c(=O)c2cc3occc3n12	-3.3	-8.6	-2.8	-2.2	-2.8	0.1	/	-0.6
COc1ccc(NC(=O)c2ccc(S(=O)(=O)N3CCOCC3)o2)cc1	-19.3	8.4	0.4	-0.6	-5.8	0.0	/	0.0
Cc1cc2c3c([nH]c2cc1S(=O)(=O)NCc1ccc(CN2CCCCCC2)o1)CC(C)(C)CC3=O	-23.1	-14.8	-0.3	-1.4	-5.0	0.1	/	13.0
Cc1ccc(S(=O)(=O)N(CC(=O)Nc2ccccc2)C(=O)N2CCN(C)CC2)cc1	-6.0	/	-1.7	/	-2.6	0.0	1.5	25.4
N/C(=N\OC(=O)Cc1ccc(Cl)cc1)c1cccnc1	-12.4	12.6	0.7	/	-0.3	/	/	10.4
O=C(c1ccoc1)N1CCCC(N2CCN(c3ccc(F)cc3)CC2)C1 (configuration not stated)	-5.7	-33.1	-3.7	-2.1	-4.4	0.0	0.2	-2.6
COc1ccc(NC(=O)CS(=O)c2cccc(Cl)c2)cc1 (configuration not stated)	-9.8	4.0	1.5	-0.8	-4.5	0.0	-0.1	6.7
CC(=O)Oc1ccc2occ(/C=N/c3cc(=O)[nH]c(=S)[nH]3)c(=O)c2c1	-6.5	8.9	5.7	-1.1	5.7	-0.5	/	28.1
COc1ccc(C2(c3ccc(OC)cc3)NC(=O)N(CC(=O)NC3(C#N)CCCCC3)C2=O)cc1	-7.7	-3.0	1.2	15.3	2.2	0.5	1.2	-34.0
Cc1cc(OCC(=O)N(C)Cc2ccccc2)ccc1Br	-10.6	2.9	2.6	-2.4	2.6	0.1	/	-18.9
COc1cc(S(=O)(=O)n2nc(C)cc2C)ccc1Cl	-3.2	-6.8	-1.5	-3.5	-0.3	0.0	/	4.5
CN(C)C(=O)c1cccc(-c2ccc([C@H]3[C@H](CO)N4CCCCN(S(C)(=O)=O)C[C@@H]34)cc2)c1	-4.8	-6.0	-0.6	12.8	-1.7	0.5	0.8	8.2
O=S1(=O)CCN(Cc2cccnc2)CC1	-8.2	-3.8	-2.4	-3.9	3.1	0.1	-0.2	/
CCCn1c(=O)c2ccccc2n2c(SCCOc3ccc(OC)cc3)nnc12	-14.0	7.0	3.6	5.9	2.7	/	/	3.7
O=C(COc1ccc2ccccc2c1)NNC(=O)c1cccs1	0.2	-0.8	/	1.8	1.8	0.1	-0.2	8.3
Cn1c(=O)c(C(=O)c2ccc(S(C)(=O)=O)c(Cl)c2Cl)c(O)c2ccccc21	0.4	-4.9	-1.8	6.4	-0.2	2.1	0.2	3.1
CC(C)(C)n1nnnc1C(c1cc2ccccc2o1)N1CCCC1 (configuration not stated)	-2.3	/	-0.9	-4.7	-6.3	0.0	0.5	-6.5
CCCc1nc2ccc(C)cn2c1Cc1ccccc1OC	-14.0	-6.9	0.1	-10.9	-0.2	0.3	/	-37.9
CC1=NN(c2ccccc2)C(=O)C1=Cc1ccccc1	-1.4	0.1	1.3	-11.9	-1.3	0.0	0.0	-14.5
Cc1c(C(=O)N2CCOCC2)c(S(=O)(=O)Nc2ccc(Br)cc2F)c(C)n1C	-7.7	-10.7	3.0	6.9	0.3	0.0	/	-32.1
Cc1cccc(C(=O)N2CCC(=O)N(C(COCc3ccccc3)Cc3ccccc3)CC2)c1 (configuration not stated)	6.6	3.1	1.8	-16.1	10.3	0.4	0.0	-5.0
CC1(C)CC(=O)C=C(NC2=CC3OC(c4ccccc4)OCC3OC2=O)C1 (configuration not stated)	-11.4	/	/	3.5	2.1	-0.1	/	10.6
CC(=NNC(=S)Nc1cccc(C)c1)c1ccccn1	-8.8	/	-1.8	1.5	/	3.1	-0.1	/
COCc1cn(CC(C)n2c(=O)c3ccccc3n2Cc2cc(C(C)C)no2)nn1 (configuration not stated)	-2.8	/	-4.5	1.9	-1.9	0.4	-0.2	3.8
C[C@@H]1CN([C@H](C)CO)C(=O)c2cc(-c3ccccc3)cnc2O[C@@H]1CN(C)C	2.5	-6.3	2.4	-11.3	-1.6	-1.0	1.0	15.8

Other results.
SMILES	RAD52 inh	RAD54 inh	F508del corr	DENV2 CPE rescue	CASP6 VEID inh	Xi reactivation	E-sel inducer	GSIS activator
C[C@H](CO)N1C[C@H](C)[C@H](CN(C)C(=O)CCC(F)(F)F)OCCCC[C@H](C)Oc2ccc(NC(=O)C3CCCCC3)cc2C1=O	1.5	1.3	1.9	4.4	0.6	0.2	0.1	-16.5
COc1ccc(NC2CCCN(C(=O)c3cccs3)C2)cc1 (configuration not stated)	-11.5	-0.1	0.2	5.5	-2.0	0.6	/	20.8
CCc1ccc(N(CC(=O)NCc2ccco2)C(=O)CCC(=O)Nc2ccccn2)cc1	-12.1	5.5	-1.3	-0.7	0.0	0.0	0.0	-0.7
COc1ccc(CNC(=O)c2cc(=O)c3c(C)cc(C)cc3o2)cc1	4.5	7.9	1.0	1.3	-1.7	0.2	0.0	21.5
Cc1cccn2c(=O)nc(SCC(=O)N3CCOCC3)nc12	0.4	-12.7	-1.6	-0.6	-0.2	0.1	1.8	26.0
NCc1ccccc1	-0.7	3.6	-1.4	3.1	-3.2	-0.3	0.0	/
